TIM10 inh: inhibits growth of TIM10 yeast strain | S. cerevisiae TIM10 strain growth, BacTiter-Glo luminescence, 24 h | inhibition, % at 10 µM | actives 1.4% (n = 330,000) | AID 463195;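 active = inhibition of 40% or more at the single tested concentration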;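 note: wild-type TIM10 isogenic control strain grown at permissive 25 °C; 0% = DMSO yeast wells and 100% = minimal medium wells without yeast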
Mdm2 MdmX PPI: disrupts the human Mdm2-MdmX interaction; SaOS-2 split-luciferase Mdm2/MdmX complementation, luminescence; AID 485346; inhibition, % at 8 µM; actives 3% (n = 330,000); O15151+Q00987;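 active = inhibition of at least 50% at 8 µM in the primary screen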
Target sequence (O15151 whole entry, looked up): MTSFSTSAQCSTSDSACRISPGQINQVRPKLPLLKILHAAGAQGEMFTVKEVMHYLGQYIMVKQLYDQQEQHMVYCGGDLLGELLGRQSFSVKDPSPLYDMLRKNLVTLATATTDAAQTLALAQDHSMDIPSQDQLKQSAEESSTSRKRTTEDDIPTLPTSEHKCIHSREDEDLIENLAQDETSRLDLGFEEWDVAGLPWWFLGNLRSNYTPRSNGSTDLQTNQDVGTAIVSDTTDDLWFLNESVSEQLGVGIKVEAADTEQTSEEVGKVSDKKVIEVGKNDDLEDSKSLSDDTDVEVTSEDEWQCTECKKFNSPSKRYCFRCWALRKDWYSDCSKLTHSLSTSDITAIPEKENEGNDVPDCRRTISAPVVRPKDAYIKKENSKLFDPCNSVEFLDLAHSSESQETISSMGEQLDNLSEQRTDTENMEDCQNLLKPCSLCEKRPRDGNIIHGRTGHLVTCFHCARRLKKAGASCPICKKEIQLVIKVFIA
Target sequence (Q00987 whole entry, looked up): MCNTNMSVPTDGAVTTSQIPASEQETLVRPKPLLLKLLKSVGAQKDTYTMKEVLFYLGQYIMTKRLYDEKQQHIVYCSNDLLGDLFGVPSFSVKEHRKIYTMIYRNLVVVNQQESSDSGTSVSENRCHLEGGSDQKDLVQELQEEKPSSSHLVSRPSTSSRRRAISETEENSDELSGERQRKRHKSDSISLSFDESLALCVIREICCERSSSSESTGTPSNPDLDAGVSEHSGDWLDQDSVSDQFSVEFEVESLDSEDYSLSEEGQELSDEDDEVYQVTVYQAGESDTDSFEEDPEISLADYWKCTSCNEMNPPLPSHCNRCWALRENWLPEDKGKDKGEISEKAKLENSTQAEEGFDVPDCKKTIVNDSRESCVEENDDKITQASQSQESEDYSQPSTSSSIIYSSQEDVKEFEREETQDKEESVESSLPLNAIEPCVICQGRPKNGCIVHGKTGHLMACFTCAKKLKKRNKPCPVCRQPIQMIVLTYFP
GRIN3A LBD mod: modulators (binders) of human NR3A ligand-binding domain. NR3A LBD differential scanning fluorimetry, Tm shift; 0% = protein alone, 100% = glycine-bound protein. Tm shift relative to glycine control, % at 25 µM. actives 2.5% (n = 340,000). AID 1259313;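 active = melting temperature shift of at least 10% of the positive control shift, at one fixed dose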
XBP1 UPR activ: activators of adaptive arm of unfolded protein response (XBP1). CHO-XBP1 luciferase reporter, IRE1-XBP1 UPR activation, luminescence; percent of tunicamycin response, DMSO as zero. activation, % at 20 µM. actives 0.33% (n = 330,000). AID 463104;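 active = versus positive control, 20 µM dose yields 30% or more activation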;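 note: 100% = tunicamycin at 10 µg/mL and 0% = DMSO only wells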
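Material: IRE1-XBP1 luciferase reporter CHO line / Quantity: one thousand reporter cells per well / Buffer or medium: F12 with 10% serum / Compound: 20 µM single concentration, DMSO 1% / Times: 6 h treatment, 37 °C / Detection: Steady-Glo luciferase glow luminescence, 10 min after reagent addition / Benchmarks: tunicamycin high, DMSO low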
tim23-1 inh: inhibits growth of tim23-1 mutant yeast | inhibition, % at 20 µM | actives 1.3% (n = 330,000) | S. cerevisiae tim23-1 growth, BacTiter-Glo luminescence, 24 h;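 active = growth inhibition of the mutant yeast at or above 50%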;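 note: temperature-sensitive mutant grown at 25 °C; plate controls were DMSO-treated mutant yeast for no effect and medium wells lacking yeast for full effect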
NALP3 yeast inh: NALP3 inhibition in yeast; Yeast reconstituted NLRP3/ASC/caspase-1, beta-gal luminescence, 24 h; inhibition, % at 10 µM; actives 0.39% (n = 330,000); AID 2825;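 active = inhibition of 50% or more; inactive = inhibition below 50%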;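 note: plate controls were induced DMSO wells for no effect and uninduced yeast grown without galactose for full effect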
tim10-1 inh: tim10-1 yeast growth inhibition; S. cerevisiae tim10-1 ts strain growth, BacTiter-Glo, 24 h; inhibition, % at 20 µM; actives 2.2% (n = 330,000);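 active = inhibition of at least 40%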;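 note: mutant grown at 25 °C; 0% = DMSO wells with yeast and 100% = wells holding no yeast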
CHOP UPR activ: apoptotic UPR (CHOP) activation; CHO-CHOP luciferase reporter, luminescence; percent of tunicamycin response over DMSO baseline; activation, % at 10 µM; actives 0.34% (n = 330,000); AID 449763;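 active = at 10 µM dose, activation of 40% or more, normalized to positive control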;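 note: 100% = tunicamycin at 10 µg/mL and 0% = DMSO alone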
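System: CHO CHOP reporter cells. Amount: 500 cells per well. Buffer or medium: F12 medium, 10% FBS. Compound dosing: one dose, 10 µM in 0.5% DMSO. Incubation: 6 h compound exposure at 37 °C after overnight seeding. Technique: Steady-Glo luciferase luminescence. Benchmarks: tunicamycin and DMSO controls.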
APJ agonist: activates the human apelin receptor APJ; activation, % at 20 µM; actives 0.11% (n = 330,000); CHO-K1 APJ PathHunter beta-arrestin, luminescence; 0% DMSO wells, 100% apelin; P35414;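 active = activation more than six SD over the plate average, tested at 20 µM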;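 note: 0% = DMSO alone and 100% = apelin-13 at 10 nM; some results filed as inactive read as strong as hits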
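Material: CHO-K1 APJ beta-arrestin complementation cell line; Input: cell density 1000 per well; Incubation: compound stimulation 90 min at 25 °C, detection 60 min; Signal: luminescence from split beta-galactosidase complementation, Galacton Star/Emerald II substrate; Controls: DMSO-only wells as negative, 10 nM Apelin-13 as positive control.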
An asterisk follows results filed as active; · = no result given. This is a random part of the collection; 8.2% or so of the library scored in one or more.

SMILES | TIM10 inh | Mdm2 MdmX PPI | GRIN3A LBD mod | XBP1 UPR activ | tim23-1 inh | NALP3 yeast inh | tim10-1 inh | CHOP UPR activ | APJ agonist
CCN(CC)C(=O)CC(c1ccc(OC)cc1)c1c(O)cc(OC)cc1OC (stereo not drawn) | 21 | 7 | -1 | -1 | 26 | 24 | 17 | 0.3 | 4
Cc1ccnc(SC2CC(=O)N(c3ccc(C(C)C)cc3)C2=O)n1 (stereo not drawn) | 13 | 15 | -1 | -5 | 17 | 27 | 26 | 1.0 | -1
O=C(NC1CCCC1)C1CCCN(S(=O)(=O)c2ccc(-n3cnnn3)cc2)C1 (stereo not drawn) | -9 | -12 | 2 | -1 | 4 | 7 | -2 | 0.3 | 3
Cc1ccc(N2C(=O)C(Cc3ccc(O)cc3)NC2=S)cc1C (stereo not drawn) | 9 | -6 | -1 | -2 | 17 | 10 | 19 | 2.4 | 1
COC(=O)c1nn(-c2ccccc2)c(Cl)c1/C=N/OC(=O)c1ccc(Cl)c(Cl)c1 | -7 | 6 | 1 | 0 | -2 | 0 | -1 | -1.4 | -5
N#Cc1ccccc1OCC(=O)Nc1ccc(S(=O)(=O)N2CCOCC2)cc1 | 17 | 25 | -2 | -1 | 31 | 9 | 25 | 1.0 | -2
CC(=O)Oc1ccc2oc3c(c2c1)C(=O)CCC3 | -19 | 9 | -2 | 0 | 7 | -2 | 12 | 0.0 | 2
CCOC(=O)CNC(=O)Cc1ccc(OC)cc1 | -14 | 13 | 1 | -2 | -17 | 4 | -20 | -0.3 | 1
Clc1ccc(N=C2SCCS2)cc1 | 12 | -4 | 0 | 6 | 3 | 0 | 7 | 8.8 | -2
CN(CC(=O)Nc1ccc(Cl)cc1)c1ccc(S(=O)(=O)N2CCCCC2)cc1[N+](=O)[O-] | 1 | 28 | 11* | -3 | 4 | 9 | 8 | 0.5 | -2
S=c1[nH]nc(-c2cccnc2)o1 | 3 | 5 | -3 | -1 | 17 | 4 | -12 | -2.4 | -1
CC(C)(C)c1cc(-c2csc(Nc3ccccc3)[n+]2Cc2ccc(C(=O)O)cc2)cc(C(C)(C)C)c1O | 38 | 14 | -1 | 11 | 54* | -20 | 46* | 0.2 | -1
O=C(COC(=O)C1CCN(c2ccc(C(F)(F)F)cn2)CC1)Nc1ccc(Cl)cc1 | 19 | 4 | 24* | 0 | 56* | 19 | 43* | 2.0 | 9
O=C(c1ccco1)N1CCN=C1SCc1ccc(F)cc1 | 6 | 20 | 0 | -3 | 0 | 16 | 5 | -1.1 | 0
COc1ccc(OC)c2c(C)c(C)[nH]c12 | 15 | -9 | 10* | 3 | 27 | 13 | 17 | 0.5 | -3
CC(C)C[C@H]1CN=C(Nc2ccccc2)N1CCC1CCCCC1 | -2 | 9 | 1 | 5 | 12 | -12 | 13 | 6.2 | 2
COc1ccc(NC(=O)C2CC(=O)n3cnnc3S2)cc1 (stereo not drawn) | 33 | 21 | 2 | 1 | -2 | -12 | 39 | 1.9 | 6
C=CC[C@@H](CC(=O)N(CCO)Cc1ccccc1)C(=O)N[C@H](COC(=O)[C@@H](CC=C)Cc1ccc(F)cc1)Cc1ccccc1 | 14 | 70* | 1 | 1 | 13 | 21 | 5 | 7.8 | -5
CCOc1ccc(NC(=O)CN(C)c2ccc(S(=O)(=O)N3CCOCC3)cn2)cc1OCC | 12 | 0 | -2 | 1 | -2 | 9 | -5 | 1.0 | -2
COc1cc(OC)c(C(=O)OCC(=O)N2CCOCC2)cc1OC | 4 | -12 | 0 | -4 | -4 | -13 | -2 | 1.5 | -1
O=C(Nc1ccccc1N1CCCC1)C1CCCO1 (stereo not drawn) | -2 | -6 | 0 | 2 | 7 | 8 | -1 | -0.2 | -3
CCCCC1CCC(c2nc(-c3ccccn3)no2)CC1 (stereo not drawn) | 30 | -23 | -1 | -7 | 28 | 12 | 36 | 3.3 | 0
CN(C(=O)c1ccnn1C)C1CCCN(Cc2ccccc2F)C1 (stereo not drawn) | -1 | 4 | 4 | -3 | -5 | 12 | -10 | 0.0 | -4
COCCNS(=O)(=O)c1ccc2c(c1)n(C)c(=O)n2C | 8 | 19 | 2 | -3 | 5 | 8 | 8 | 0.5 | -2
COCc1cc(C)nc2sc3c(=O)oc(C)nc3c12 | 4 | -1 | 1 | -1 | -5 | 20 | 16 | -1.3 | 2
CCCCN1C(=O)C(=O)NC[C@@H]1C(C)CC (stereo partly drawn) | -4 | 18 | 1 | 2 | -8 | 4 | -12 | 0.3 | -2
CN(C)CCNC(=O)c1ccc(COc2ccc(Cl)cc2Cl)cc1 | 20 | 62* | -3 | 2 | 12 | 5 | 12 | 0.1 | -2
CN1CCC(NC(=S)NC2CC2)CC1 | 10 | -2 | 2 | -6 | 1 | 11 | 4 | 87* | -3
CC(C)n1c(SCC(=O)NC2CCCCC2)nnc1-c1ccco1 | -10 | 3 | -2 | -4 | 6 | 4 | 10 | -2.0 | -4
CCC(C)NC(=O)COC(=O)c1csc2c1CCCC2 (stereo not drawn) | -1 | 11 | -1 | -1 | 11 | 31 | 18 | -0.8 | -1
C[C@H](CO)N1C[C@H](C)[C@H](CN(C)S(=O)(=O)c2cccs2)Oc2ccc(NC(=O)Nc3ccc4c(c3)OCO4)cc2CC1=O | -5 | 40 | -1 | -1 | -3 | 17 | 0 | 0.3 | -1
O=C(/C=C/c1ccc(S(=O)(=O)N2CCOCC2)cc1)NC(=S)Nc1ccc(N2CCOCC2)cc1 | 4 | 19 | 1 | -4 | -4 | 11 | -4 | 6.0 | -1
FC(F)(F)c1ccccc1CNCc1ccncc1 | 2 | 4 | -4 | -5 | -5 | 2 | -3 | -0.8 | -3
O=C1CSC(c2ccc([N+](=O)[O-])cc2)N1Cc1ccccc1 (stereo not drawn) | 12 | 12 | -4 | -1 | 12 | 6 | 2 | 0.1 | 2
COc1cccc(-c2nnn(CCC(=O)O)n2)c1 | 9 | -15 | -3 | 1 | 6 | 7 | 4 | 0.6 | -2
O=C(CCN1C(=O)C2CCCCC2C1=O)N1CCN(S(=O)(=O)c2cccc(F)c2)CC1 (stereo not drawn) | 0 | 7 | 2 | -4 | -9 | 13 | 7 | -1.0 | -5
Cc1nc(SCc2ccccc2F)c2cnn(-c3ccccc3)c2n1 | 19 | 21 | · | -2 | 3 | 20 | 6 | 2.3 | -2
Cc1cc(NC(=O)CSc2nc(=O)n(CCN(C)C)c3c2CCCC3)no1 | 2 | 18 | 1 | 0 | 15 | 11 | 12 | 0.3 | 0
CCN(CC)CC(=O)Nc1c(C#N)cnn1-c1ccccc1 | 5 | -2 | 2 | 1 | -6 | 21 | -11 | 0.2 | -1
Cc1ccc(NC(=O)c2cc(S(=O)(=O)N3CCOCC3)cn2C)cc1Cl | -7 | 50 | 2 | -4 | -4 | -6 | -4 | -0.1 | -2
COc1ccc(C(CC(=O)Nc2nccs2)C(C)C)cc1 (stereo not drawn) | 29 | -5 | 1 | -1 | 25 | -41 | 18 | -0.4 | -3
COc1ccc(N(C(=O)c2ccco2)C(C(=O)NC2CCCC2)c2ccncc2)cc1 (stereo not drawn) | 8 | 23 | 0 | 1 | -8 | 21 | -29 | 1.0 | -2
O=C(O)CCC(=O)Nc1nc2nc(-c3ccccc3)cc(-c3ccccc3)n2n1 | -4 | 11 | 0 | -6 | 14 | 9 | 11 | -4.8 | 0
COc1cc2c(cc1OC)-c1cc(Nc3cccc(C)c3)nc(=O)n1CC2 | 1 | 36 | 1 | 6 | 1 | 6 | -2 | 3.8 | 0
CC1=C(C(=O)OCCc2ccccc2)C(c2ccsc2)NC(=O)N1C (stereo not drawn) | -5 | 17 | 0 | -3 | 0 | 4 | 24 | -0.4 | 0
O=C(c1ccccc1Cl)N1CCC(N2CCC(C(=O)N3CCCC3)CC2)CC1 | -9 | 2 | 2 | 3 | -11 | 17 | -3 | 2.3 | 4
CC(=O)Oc1oc(-c2ccccc2)nc1/C=N/c1ccccn1 | 26 | 24 | 2 | 2 | 43 | 8 | 29 | 8.5 | -3
O=C(CSc1ncnc2nc[nH]c12)N1CCN(c2ccc(Cl)cc2)CC1 | -7 | 11 | 1 | 0 | -15 | 12 | 10 | -1.2 | -1
COc1ccc(C(=O)N2CCCC(c3nc(-c4ccc(C)o4)no3)C2)cc1OC (stereo not drawn) | 8 | -11 | -2 | -1 | 10 | 3 | 18 | 1.1 | -2
Cc1ccc(S(=O)(=O)NC(C)(C)CSc2nnc(N)s2)cc1 | 6 | 5 | 0 | -6 | 13 | 5 | 12 | -1.1 | 1

By substructure: the compounds so far containing an aryl thioether with sulfur outside any ring
SMILES | TIM10 inh | Mdm2 MdmX PPI | GRIN3A LBD mod | XBP1 UPR activ | tim23-1 inh | NALP3 yeast inh | tim10-1 inh | CHOP UPR activ | APJ agonist
Cc1ccnc(SC2CC(=O)N(c3ccc(C(C)C)cc3)C2=O)n1 (stereo not drawn) | 13 | 15 | -1 | -5 | 17 | 27 | 26 | 1.0 | -1
CC(C)n1c(SCC(=O)NC2CCCCC2)nnc1-c1ccco1 | -10 | 3 | -2 | -4 | 6 | 4 | 10 | -2.0 | -4
Cc1nc(SCc2ccccc2F)c2cnn(-c3ccccc3)c2n1 | 19 | 21 | · | -2 | 3 | 20 | 6 | 2.3 | -2
Cc1cc(NC(=O)CSc2nc(=O)n(CCN(C)C)c3c2CCCC3)no1 | 2 | 18 | 1 | 0 | 15 | 11 | 12 | 0.3 | 0
O=C(CSc1ncnc2nc[nH]c12)N1CCN(c2ccc(Cl)cc2)CC1 | -7 | 11 | 1 | 0 | -15 | 12 | 10 | -1.2 | -1
Cc1ccc(S(=O)(=O)NC(C)(C)CSc2nnc(N)s2)cc1 | 6 | 5 | 0 | -6 | 13 | 5 | 12 | -1.1 | 1

Bioassay records (PubChem BioAssay)
